Bioassay records from PubChem.
Hep lipid drop: hepatic lipid droplet formation modulation. AML12 mouse hepatocytes, oleate lipid droplets, BODIPY imaging. inhibition, % at 6.5 µM. AID 1656. actives 0.4% (n = 240,000);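 active = lipid droplet intensity inhibited by at least 50%, with more than 500 cells counted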
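Assay system: AML12 hepatocytes (mouse); Probe or stimulus: oleic acid at 100 µM to induce lipid droplet formation; Dosing: compound at 6.5 µM only; Schedule: compound with oleate, overnight; Detection: fluorescence imaging, 20x objective, two fields per well; Measure: % inhibition of lipid droplet signal.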
human PMI inhibition: inhibitors of human PMI, primary screen, biochemical, fluorescence intensity, coupled assay (AID 1209) | purified PMI enzyme, coupled fluorescence intensity; higher % means a stronger effect | one-dose inhibition, % at 20 µM; IC50 in µM for titrated hits | actives 0.42% (n = 190,000); in the data active = inhibition above about 50%;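 also: plate controls were DMSO vehicle for no effect and wells lacking substrate for full effect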
Ins promoter up: MIN6 insulin promoter up-regulation. MIN6 insulin promoter-GFP reporter, high-content imaging; stronger effect = higher value. z-score at 5 µM. actives 0.3% (n = 190,000);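 active = z-score above 3 at 5 µM with at least 500 cells counted in the well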
Myeloid diff MLP: compounds promoting myeloid differentiation; ER-HoxA9 myeloid progenitors, lysozyme-GFP differentiation, flow cytometry; calls only at 10 µM; actives 1% (n = 360,000); AID 624256;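 active = normalized GFP-positive differentiation at or above the plate's own cutoff, the solvent-only control mean plus 3 SD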;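 also: cells exposed to compound for four days before flow analysis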
bCat nuc transl: beta-catenin nuclear translocation modulation | HeLa beta-catenin nuclear translocation, immunofluorescence imaging | nuclear translocation activity, % at 5 µM | actives 0.3% (n = 190,000) | AID 1665;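 active = nuclear translocation activity above 50% at 5 µM, with a well cell count of 50 or more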;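 also: per-cell ratio of nuclear to cytoplasmic median beta-catenin stain intensity; plate controls were DMSO negative control for no effect and GSK-3 inhibitor IX positive control for full effect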
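test system = HeLa cells, endogenous beta-catenin | dosing = single 5 µM dose plus 0.02–20 µM confirmation series | times = compound treatment 24 h, 37°C, 5% CO2 | technique = beta-catenin immunofluorescence imaging with DAPI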
Dynein cargo inh: blocks dynein driven cargo transport along microtubules. z-score, hits read low. actives 0.47% (n = 220,000). 3617.4 mouse cells, GR-EGFP nuclear translocation imaging; test concentration mostly 20 µM; stimulated with dexamethasone, 1 µM; stronger effect = lower value;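 active = plate z-score of nuclear minus cytoplasmic receptor signal below a set negative limit, without overly bright fluorescence or cell loss, cut at about -3.5 in these data, passing the limit was not always enough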;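 also: z-score of nuclear minus cytoplasmic ring GR-EGFP intensity difference per well; some compounds called inactive have numbers as strong as hits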
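medium = tetracycline-free induction medium containing charcoal-stripped FBS | also added = 1.0 µM final dexamethasone stimulus | schedule = 48 h induction, 1 h compound, 30 min dex at 37 °C | technique = fixed, Hoechst-stained cells imaged at 10x for EGFP | measure = GR-EGFP nuclear translocation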
MT stabilize HCS: microtubule stabilizers in HeLa cells. HeLa tubulin immunostaining HCS, 24 h; share of cells brighter than vehicle mean+2SD. % tubulin-high responders, % at 10 µM. actives 0.83% (n = 200,000);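 active = plate Z-score above 3 for both tubulin-high and condensed-nucleus cell shares, with cell loss under 80%, at 10 µM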;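 also: anti alpha tubulin signal scored within the nucleus-defined area of each cell; some results filed as inactive read as strong as hits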
TNAP activators: stimulation of alkaline phosphatase TNAP activity – biochemical, luminescent, no phosphate acceptor, uHTS, primary screen (AID 1001) | purified TNAP, luminescent activation assay, no phosphate acceptor; higher activation fold means a stronger effect | activation fold at 20 µM, or EC50 in µM where a hit was titrated | actives 0.03% (n = 200,000); in the data active = activation fold from about 3, or a potency from the dose series; inactive = the rest, 99 in 100 with activation fold below about 1.6; also: many of its hits are not listed in these tables
T cell HTS: T cell immune modulation candidate. 2C CD8+ T cell-vesicle binding, flow cytometry; stronger effect = lower value. calls only at 7 µM. actives 0.068% (n = 330,000);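 active = response, share of CD8 T cells binding vesicles, and their 90th percentile fluorescence all below set limits, cut at about 80% in these data, passing the limit was not always enough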
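Read-out – percent CD8+ FL2 mean versus row control · System – murine 2C transgenic CD8+ T lymphocytes · Times – 1.5 h cell–vesicle binding at 37 °C, then 20 min icy labelling · Control set – naked vesicles low, QL9 vesicles with vehicle high · Detection – cytometric PE anti-B7-1 and Alexa647 anti-CD8 signals after 1% paraformaldehyde fixation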
Dynein cargo inh cytoplasmic EGFP: also measured in Dynein cargo inh; calls as there; z-score; measured here: cytoplasmic GR-EGFP intensity; stronger effect = higher value
Dynein cargo inh nuclear GR-EGFP: also measured in Dynein cargo inh; calls as there; z-score; measured here: nuclear GR-EGFP intensity;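 lower value marks the stronger effect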
Dynein cargo inh cell count: further read-out of Dynein cargo inh, marked with its call; z-score; measured here: cell count per field
Ins promoter up cell count: recorded beside Ins promoter up, whose call it bears; cell count; measured here: cytotoxicity, nuclei count;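 total cells summed across four imaged fields per well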
Hep lipid drop cells 6.5 µM: second read-out of Hep lipid drop, no call of its own (marks repeat the call); cell count; measured here: cell count, cytotoxicity flag;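 cells counted across two imaged fields per well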
bCat nuc transl cell count 5 µM: also measured in bCat nuc transl; calls as there; cell count; measured here: cell count, cytotoxicity flag
T cell HTS vesicle-bound %: recorded beside T cell HTS, whose call it bears; double positive events, %; measured here: CD8+ vesicle-bound cell fraction;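 binding gate set so that unloaded-vesicle control wells show 10% double positive cells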
MT stabilize HCS Hoechst-high %: also measured in MT stabilize HCS; calls as there; % Hoechst-high responders; measured here: nuclear condensation Hoechst responders;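 share of cells brighter than vehicle mean plus two SD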
MT stabilize HCS cytotoxicity %: also measured in MT stabilize HCS; calls as there; toxicity, %; measured here: cytotoxicity by cell density;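 0% = mean cell density of plate MIN control wells and 100% = no cells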
Myeloid diff MLP GFP+ MAC1+ %: also measured in Myeloid diff MLP; calls as there; GFP+ MAC1+ double positive, %; measured here: differentiation confirmed by MAC1 staining
* hit, by the source's call; i = inactive; . = no result given; + = active, no number. Outcome played no part in choosing rows. Share with any hit: about 3%.

SMILES | Hep lipid drop | Hep lipid drop cells 6.5 µM | human PMI inhibition | Ins promoter up | Ins promoter up cell count | Myeloid diff MLP | Myeloid diff MLP GFP+ MAC1+ % | bCat nuc transl | bCat nuc transl cell count 5 µM | Dynein cargo inh | Dynein cargo inh cytoplasmic EGFP | Dynein cargo inh nuclear GR-EGFP | Dynein cargo inh cell count | MT stabilize HCS | MT stabilize HCS Hoechst-high % | MT stabilize HCS cytotoxicity % | TNAP activators | T cell HTS | T cell HTS vesicle-bound %
COc1ccc2ccc(=O)oc2c1CC(O)C(C)(C)O (stereo not drawn) | 5 | 721 | . | 0.85 | 948 | i | 3.1 | -0.4 | 1198 | -0.35 | -0.72 | 0.21 | -0.074 | . | . | . | . | i | 30
Cc1ccc(S(=O)(=O)N2CCN(C(=O)C3Cc4ccccc4CN3C(=O)c3ccco3)CC2)cc1 (stereo not drawn) | . | . | 2% | 1.4 | 1502 | i | 0.3 | -1.4 | 1306 | 0.039 | -0.17 | -0.036 | -0.36 | 2.1 | 1.7 | 6.0 | 1 | i | 57
CC(Cc1ccccc1)C(=O)NCCO (stereo not drawn) | -2 | 694 | 3% | -0.25 | 1021 | i | 1.0 | -3.1 | 548 | 0.057 | -0.29 | 0.37 | 0.1 | 4.0 | 3.0 | 6.8 | 1.1 | i | 15
Nc1ccc(C(=O)OCC(=O)NC2CCS(=O)(=O)C2)cc1[N+](=O)[O-] (stereo not drawn) | -16 | 708 | . | . | . | i | 0.9 | -3.1 | 1264 | -0.29 | -0.21 | -0.31 | 0.31 | . | . | . | . | i | 27
CN(C)CCNc1nc2sc3c(c2c(=O)n1CCc1ccccc1)CCCCC3 | -1 | 655 | . | -1.5 | 1112 | i | 0.9 | -2.1 | 1050 | 1.1 | -0.16 | 0.53 | -0.33 | . | . | . | . | i | 10
COC(=O)[C@@H]1C[C@H]2CC[C@H](O)C[C@H]2N1Cc1ccc(Cl)cc1 | 7 | 657 | . | 0.29 | 783 | i | 1.1 | -1.3 | 1352 | 1.6 | -0.67 | 0.69 | -0.82 | . | . | . | . | i | 6
NC(=O)c1sc(-c2ccsc2)cc1NS(=O)(=O)c1ccc(C(F)(F)F)cc1 | -6 | 675 | . | 0.13 | 1128 | i | 0.9 | -0.5 | 1349 | -0.086 | -0.21 | 0.38 | -0.65 | . | . | . | . | i | 37
CC(=O)N(C)c1nnc(-c2ccccn2)s1 | 4 | 706 | -1% | . | . | i | 1.2 | . | . | -0.13 | -0.26 | -0.7 | -0.29 | 3.9 | 1.8 | 2.8 | 1.1 | i | 17
O=C(CCCn1c(=S)[nH]c2cc3c(cc2c1=O)OCO3)N1CCN(c2ccc(F)cc2)CC1 | . | . | 6% | -1.2 | 1433 | i | 0.9 | -4.4 | 961 | 1.6 | -0.24 | 0.52 | -0.38 | 3.6 | 2.0 | 4.4 | 1.1 | i | 23
CC(C)(C)NC(=O)CC(c1ccccc1)c1ccccc1O (stereo not drawn) | 4 | 815 | 8% | -1.8 | 754 | i | 4.7 | . | . | 2.1 | 0.056 | 1.2 | -0.66 | 1.5 | 1.6 | 8.7 | 1 | i | 39
COC(=O)[C@H]1C[C@@H]1[C@H](NC(=O)OCc1ccccc1)c1ccccc1 | 4 | 763 | 2% | 0.3 | 1262 | i | 0.8 | . | . | -0.29 | -0.27 | 0.22 | 0.71 | 3.9 | 2.6 | 2.7 | 1.1 | i | 51
COc1ccc([N+](=O)[O-])cc1NC(=O)CSc1nc(C)cc(C)n1 | -3 | 640 | -17% | -0.05 | 1230 | i | 0.5 | -7.1 | 559 | 0.26 | -0.25 | 0.18 | 0.4 | 2.7 | 2.0 | 3.1 | 1.1 | i | 32
CCN(CC(=O)Nc1ccc(OC(F)F)cc1)C1CCCCC1 | 0 | 685 | 2% | . | . | i | 0.3 | -0.7 | 1055 | 1.9 | -0.19 | 1.2 | -1.5 | 3.6 | 3.8 | 5.6 | 1.1 | i | 39
CCN(CC)c1nc2ccccc2nc1-n1nc(C)cc1C | -2 | 790 | -9% | -0.93 | 954 | i | 0.5 | -3.5 | 1243 | 1.4 | -0.29 | 0.57 | 0.39 | 3.3 | 2.6 | 6.8 | 1 | i | 33
Cc1ccc(C(=O)CCC(=O)N2CCC(C(N)=O)CC2)cc1 | -15 | 678 | 9% | 0.53 | 1232 | i | 0.7 | -0.4 | 1027 | -1.2 | 0.083 | -0.95 | 1.6 | 2.0 | 2.9 | 7.2 | 1.1 | i | 56
Cc1ccccc1OCc1nnc(SCC(=O)Nc2c(C)n(C)n(-c3ccccc3)c2=O)n1-c1ccccc1 | 10 | 606 | 12% | 0.12 | 1271 | i | 0.6 | -2.9 | 1142 | -0.18 | -0.24 | 0.3 | 0.41 | 2.0 | 1.7 | 2.3 | 1.2 | i | 44
COc1ccccc1C(=O)NCc1ccccc1 | 0 | 705 | 8% | 0.24 | 1237 | i | 0.7 | -0.8 | 1207 | -0.43 | -0.21 | 0.16 | -1.1 | 3.5 | 1.4 | 3.6 | 1 | i | 20
CC1=CC(=C(C#N)C#N)C=C(C)N1CCN1CCN(C(=O)Nc2cccc(Cl)c2)CC1 | 1 | 672 | 0% | -0.09 | 1480 | i | 0.1 | 0.8 | 1082 | -0.51 | -0.18 | -0.24 | 0.48 | 1.3 | 2.0 | 8.4 | 1.2 | i | 55
COc1ccccc1-n1c(SCC(=O)Nc2cccc(C)c2)nc2c(c1=O)SCC2 | . | . | 21% | -0.92 | 1031 | + | 22* | . | . | 0.53 | -0.25 | 0.53 | 0.17 | 5.1 | 1.8 | 1.1 | 1.2 | i | 42
O=C1C(Cl)=C(NCC2CCCO2)C(=O)N1Cc1ccccc1 (stereo not drawn) | . | . | 1% | -0.34 | 1472 | i | 0.7 | -0.6 | 803 | -1.2 | -0.17 | -0.64 | 1.7 | 3.7 | 3.0 | 11 | 1 | i | 48
CCn1c(SCC(=O)N/N=C/c2cccs2)nc2ccccc21 | -13 | 679 | 14% | 0 | 1236 | i | 0.4 | 2.5 | 480 | 1.2 | -0.24 | 0.74 | -1.3 | 3.8 | 5.6 | 1.4 | 1 | i | 63
CCc1ccc(NC(=O)C(=O)NCCN2CCN(S(C)(=O)=O)CC2)cc1 | -2 | 660 | 9% | -0.25 | 1515 | i | 0.6 | 0.3 | 1486 | 0.46 | -0.29 | -0.3 | 0.53 | 5.3 | 1.1 | 13 | 1.1 | i | 33
O=Cc1cn(-c2ccccc2)nc1-c1ccncc1 | 2 | 621 | -9% | 0.44 | 1544 | i | 0.8 | -1.7 | 1035 | -0.032 | -0.35 | 0.41 | 0.53 | 5.0 | 3.0 | 7.2 | 1 | i | 22
CCN(CC)c1ccc(NC(=O)C2=CCN(S(=O)(=O)c3ccc(F)cc3)CC2)c(C)c1 | -3 | 716 | 15% | 0.02 | 1211 | i | 3.5 | 0.8 | 521 | -0.28 | -0.24 | 0.7 | 0.0087 | 1.7 | 1.7 | 4.2 | 1.1 | i | 41
CN1CCN(CC#CCC2(O)c3ccccc3-c3ccccc32)CC1 | 2 | 790 | 8% | 0.28 | 1290 | i | 0.1 | -1.5 | 1072 | -0.53 | -0.14 | -0.19 | 0.71 | 2.3 | 1.7 | 1.6 | 1.1 | i | 5
O=C(CCNS(=O)(=O)c1cccs1)NC1CCN(Cc2ccccc2)CC1 | 3 | 716 | 6% | -0.67 | 1347 | i | 0.2 | 0.9 | 1087 | -1.1 | -0.24 | -0.62 | -0.35 | 3.4 | 2.3 | 8.5 | 1.1 | i | 34
Nc1nc(-c2ccc(-n3nncc3-c3ccco3)cc2)cs1 | -3 | 719 | . | -0.54 | 1283 | . | . | 1.7 | 1220 | 0.23 | -0.22 | 0.014 | 0.057 | . | . | . | . | i | 35
Cc1c(C(=O)NC2CCCc3ccccc32)oc2ccccc12 (stereo not drawn) | -25 | 718 | 5% | -0.37 | 889 | i | 0.5 | -1.1 | 1206 | -0.74 | -0.067 | 0.23 | 0.47 | 3.0 | 1.6 | 6.0 | 1.1 | i | 14

Three compounds from above, arranged by length of the SMILES, smallest number first:
SMILES | Hep lipid drop | Hep lipid drop cells 6.5 µM | human PMI inhibition | Ins promoter up | Ins promoter up cell count | Myeloid diff MLP | Myeloid diff MLP GFP+ MAC1+ % | bCat nuc transl | bCat nuc transl cell count 5 µM | Dynein cargo inh | Dynein cargo inh cytoplasmic EGFP | Dynein cargo inh nuclear GR-EGFP | Dynein cargo inh cell count | MT stabilize HCS | MT stabilize HCS Hoechst-high % | MT stabilize HCS cytotoxicity % | TNAP activators | T cell HTS | T cell HTS vesicle-bound %
COc1ccccc1C(=O)NCc1ccccc1 | 0 | 705 | 8% | 0.24 | 1237 | i | 0.7 | -0.8 | 1207 | -0.43 | -0.21 | 0.16 | -1.1 | 3.5 | 1.4 | 3.6 | 1 | i | 20
Cc1c(C(=O)NC2CCCc3ccccc32)oc2ccccc12 (stereo not drawn) | -25 | 718 | 5% | -0.37 | 889 | i | 0.5 | -1.1 | 1206 | -0.74 | -0.067 | 0.23 | 0.47 | 3.0 | 1.6 | 6.0 | 1.1 | i | 14
Cc1ccc(C(=O)CCC(=O)N2CCC(C(N)=O)CC2)cc1 | -15 | 678 | 9% | 0.53 | 1232 | i | 0.7 | -0.4 | 1027 | -1.2 | 0.083 | -0.95 | 1.6 | 2.0 | 2.9 | 7.2 | 1.1 | i | 56
